Source: PubChem
Tn6 DDE FP – inhibitors of Tn6 peptide binding to fibrin DD(E), primary screen, biochemical, fluorescence polarization, human fibrin, Tn6 probe | 370,000 tested, 0.21% active | AID 720509, 2013 | Fibrin DD(E) TRITC-Tn6 fluorescence polarization displacement | inhibition, % at 8.3 µM | Fibrinogen beta chain (Homo sapiens), P02675;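 active means inhibition above a per-campaign cutoff: mean of compounds within control limits plus 3 SD, cut at about 15% in these data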;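 further: 0% = median of all compound wells on the plate and 100% = blocking peptide control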
NPR2 activator – human GC-B receptor activators, primary screen, HEK293 GC-B cells, cGMP TR-FRET, EC30 CNP; activation, % at 10 µM; 0% at EC30 CNP, 100% saturating CNP; AID 1920062, 2024; 370,000 tested, 0.11% active; Atrial natriuretic peptide receptor 2 (Homo sapiens), P20594;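 active means activation at 10 µM reaching about 35% in either raw or pattern-adjusted values, limit read from the data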
rCAG binder – binders of r(CAG) RNA repeats, primary screen, biochemical, fluorescence. 370,000 tested, 1.3% active. AID 651821, 2012. r(CAG) RNA repeat, TO-PRO-1 dye displacement fluorescence. inhibition, % at 3 µM;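 active means inhibition above the plate cutoff, the mean of all test compounds on that plate plus 3 SD, cut at about 35% in these data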;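 further: 0% = DMSO alone and 100% = 100 µM mitoxantrone as full dye displacement; higher means more dye released from RNA so lower well fluorescence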
ADAM10 inh – human ADAM10 inhibitors, primary screen, biochemical, QFRET, HTS; Disintegrin and metalloproteinase domain-containing protein 10 (Homo sapiens), O14672; recombinant ADAM10, EDANS/DABCYL FRET peptide cleavage, 3 h; inhibition, % at 7 µM; 370,000 tested, 0.62% active; AID 720582, 2013;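 active means inhibition above a per-campaign cutoff equal to the mean of compounds falling between control-based bounds plus 3 SD, cut at about 20% in these data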;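 further: 0% = DMSO wells while the 100% control is not disclosed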
Target sequence (O14672 214-748 limits assumed): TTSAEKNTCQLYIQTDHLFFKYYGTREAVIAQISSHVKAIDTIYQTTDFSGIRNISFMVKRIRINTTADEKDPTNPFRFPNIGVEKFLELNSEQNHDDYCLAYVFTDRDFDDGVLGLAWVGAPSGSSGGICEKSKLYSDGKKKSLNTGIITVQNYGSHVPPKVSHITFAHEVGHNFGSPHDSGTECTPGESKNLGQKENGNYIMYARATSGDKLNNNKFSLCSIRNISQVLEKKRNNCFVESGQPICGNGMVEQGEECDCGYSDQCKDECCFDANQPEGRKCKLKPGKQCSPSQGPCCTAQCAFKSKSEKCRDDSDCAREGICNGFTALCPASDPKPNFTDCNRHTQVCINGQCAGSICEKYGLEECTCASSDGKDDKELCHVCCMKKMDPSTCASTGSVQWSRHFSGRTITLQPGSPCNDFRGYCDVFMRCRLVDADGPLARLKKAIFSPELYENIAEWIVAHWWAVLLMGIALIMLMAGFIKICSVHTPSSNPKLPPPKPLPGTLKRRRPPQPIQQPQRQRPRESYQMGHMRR
GC-A act – GC-A stimulated cGMP production enhancers – HEK293 GC-A cells, cGMP TR-FRET, EC30 ANP, primary screen | Atrial natriuretic peptide receptor 1 (Homo sapiens), P16066 | 0% at EC30 ANP, 100% saturating ANP | activation, % at 10 µM | 370,000 tested, 0.14% active; in the data active means activation above about 40%
KLK7 zymogen act – proKLK7 zymogen activators, primary screen, biochemical, fluorescence intensity | activation, % at 7 µM | 370,000 tested, 0.9% active | purified proKLK7, EDANS-DABCYL substrate fluorescence; 100% is mature enzyme control, 0% vehicle;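 active means activation above the mean of all tested compounds plus 3 SD, computed per campaign excluding outliers beyond control limits, cut at about 13% in these data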
Target sequence (P49862 whole entry, looked up): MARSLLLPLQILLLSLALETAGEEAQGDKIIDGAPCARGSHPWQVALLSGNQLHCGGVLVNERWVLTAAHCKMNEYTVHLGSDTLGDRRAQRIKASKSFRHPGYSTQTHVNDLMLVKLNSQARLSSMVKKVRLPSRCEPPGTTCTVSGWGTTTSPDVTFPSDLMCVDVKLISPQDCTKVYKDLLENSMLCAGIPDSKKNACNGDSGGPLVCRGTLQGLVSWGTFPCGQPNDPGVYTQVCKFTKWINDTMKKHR
ASAP1 inh – inhibitors of human ASAP1 ArfGAP activity, primary screen, biochemical, fluorescence polarization; Arf-GAP with SH3 domain, ANK repeat and PH domain-containing protein 1 (Homo sapiens), …; ASAP1-stimulated ARF1 GTP hydrolysis, GDP FP detection; inhibition, % at 16.5 µM; 360,000 tested, 0.19% active; AID 624377, 2012; in the data active means inhibition above about 25%;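 further: 0% = vehicle with enzyme and substrate and 100% = no enzyme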
sPLA2-III inh – human group III sPLA2 inhibitors, primary screen, biochemical, QFRET, BODIPY PC-A2 liposome substrate; Group 3 secretory phospholipase A2 (Homo sapiens), Q9NZ20; QFRET BODIPY PC-A2 liposome hydrolysis, fluorescence; inhibition, % at 12.2 µM; 370,000 tested, 0.56% active;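 active means inhibition above mean plus 3 SD of compounds lying within the high and low control bounds, cut at about 19% in these data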;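 further: 0% = median of test compound wells and 100% = no enzyme DMSO wells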
ARFGAP1 inhibitor – inhibitors of rat ARFGAP1 GAP activity, primary screen, biochemical, fluorescence polarization, GDP tracer | 360,000 tested, 0.26% active | ADP-ribosylation factor GTPase-activating protein 1 (Rattus norvegicus), Q62848 | Arfgap1-stimulated ARF1 GTP hydrolysis, GDP FP detection | AID 651572, 2012 | inhibition, % at 16.5 µM;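 active means inhibition above a per-plate limit, mean inhibition of low control wells plus 3 SD, cut at about 25% in these data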;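 further: 0% = DMSO wells with enzyme and 100% = wells lacking Arfgap1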
Target sequence (Q62848 1-136 limits assumed): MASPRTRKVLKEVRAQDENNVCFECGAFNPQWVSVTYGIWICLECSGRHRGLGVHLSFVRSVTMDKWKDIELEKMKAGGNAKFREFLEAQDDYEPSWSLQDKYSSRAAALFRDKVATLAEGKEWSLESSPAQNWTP
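Material: rat Arfgap1 GAP domain (His6, aa 1-136), purified enzyme. Also added: human ARF1(Δ1-17)-GTP substrate. Compound dosing: 16.5 µM single point, 1.26% DMSO. Timing: enzyme reaction 120 min at 25 °C after 20 min preincubation. Signal: GDP detection by fluorescence polarization. Read-out basis: percent inhibition of GAP-stimulated GDP formation, scaled between DMSO and no-Arfgap1 medians.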
FXN GAA850 act – FXN promoter activators, primary screen, cell-based, luciferase luminescence, HEK293 lucGAA850 | HEK293 lucGAA850 FXN promoter luciferase reporter, 24 h; percent of 10 µM SAHA response | activation, % at 6 µM | AID 540364, 2011 | 360,000 tested, 0.56% active;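 active means activation above the average of all compounds screened plus 3 SD, cutoff fixed separately per campaign, cut at about 7.5% in these data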;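 further: 0% = DMSO wells and 100% = 10 µM SAHA wells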
Active calls of the source: *; i = inactive; nt = not tested or not shown.

item	mol	Tn6 DDE FP	NPR2 activator	rCAG binder	ADAM10 inh	GC-A act	KLK7 zymogen act	ASAP1 inh	sPLA2-III inh	ARFGAP1 inhibitor	FXN GAA850 act
1	CCO[C@@H]1OC(C(=O)NC2CC2)=C[C@H](c2ccc(C(F)(F)F)cc2)[C@H]1CCCO	5	0	-4	-7	-1	0.7	-3	0	-3	-0.2
2	[O-][N+](=Cc1ccccc1)c1ccc(Cl)cc1	4	6	4	-18	12	-0.2	-2	1	-5	1.4
3	CCOc1cc2c(C#N)c(N3CCOCC3)nc(N)c2c(N)n1	4	0	5	-420	12	16*	5	8	1	2.3
4	Nc1nnc(-c2ccccc2Cl)s1	-15	0	-2	-6	6	0.6	-1	5	8	0.1
5	O=C(NC(=S)N1CCCc2ccccc21)c1ccc([N+](=O)[O-])cc1	3	-4	2	2	-3	-2.2	6	17	10	-1.1
6	CC(=O)Nc1ccc(NC(=O)Cn2cnc(S(=O)(=O)N3CCOCC3)c2)cc1	3	5	0	-15	1	0.8	-11	4	-3	-0.3
7	O=C(Nc1ccc2oc(-c3cccnc3)nc2c1)c1cccnc1	3	-7	-3	-19	2	0.2	6	4	5	1.0
8	Cc1csc(NC(=O)C2CC(=O)N(c3ccc(C)c(C)c3)C2)n1 (stereo not drawn)	3	1	0	3	-5	-0.1	11	-7	-3	2.9
9	CC(c1nc2ccccc2c(=O)[nH]1)N1CCOCC1 (stereo not drawn)	6	1	-1	-12	1	0.4	1	2	-2	0.3
10	Cc1cccc(N2CC(C)Cn3c2nc2c3c(=O)n(CC(=O)OCc3ccccc3)c(=O)n2C)c1 (stereo not drawn)	7	4	0	9	5	-0.1	-7	4	1	-0.4
11	O=C(CS(=O)(=O)c1ccccc1Cl)N1CCOCC1	5	1	-2	-9	2	-0.2	-11	0	-1	-1.4
12	O=C(/C=C/c1ccccc1)Nc1cccc(C(=O)NC2CC2)c1	-5	-4	2	2	-3	0.5	-6	-2	-2	4.7
13	COC(=O)c1sccc1NC(=O)COc1ccc(Cl)cc1	2	-4	3	7	-1	-0.1	-4	-1	-8	-0.9
14	O=C(NC1CC1)c1ccc2c(c1)S(=O)(=O)c1cc(Cl)ccc1C2=O	-3	11	2	-2	19	-0.3	1	6	8	nt
15	CSc1nn2cc(CCN3CCOCC3)c(-c3ccc(F)cc3)nc2c1C#N	0	-3	-3	-136	-4	4.2	8	-4	-9	-1.0
16	O=C(C1=NN[C@@H]2C(=O)N(c3ccccc3C(F)(F)F)C(=O)[C@H]12)C(c1ccccc1)c1ccccc1	-17	-1	11	4	-2	0.7	-10	-22	8	0.3
17	NS(=O)(=O)c1ccc(NC(=O)c2cccc(N3C(=O)c4ccccc4C3=O)c2)cc1	5	1	5	-2	-4	0.1	9	3	4	-0.9
18	CSc1nc(N)c2c(n1)OC(N)=C(C#N)C2c1cccnc1 (stereo not drawn)	-1	-2	1	-10	0	0.5	3	8	3	0.7
19	Cc1cc(NC(=O)CSc2nc(=O)cc(N)n2-c2ccc(C)c(C)c2)no1	14	-1	-5	-5	6	-0.5	-4	0	-1	-1.0
20	COc1ccc(CNC(=O)COC(=O)CCOc2ccc(C)cc2)cc1	-4	0	0	-6	1	0.8	-9	2	-3	-0.3
21	Cc1ccc(/C=C/C(=O)c2ccccc(=O)c2O)c(C)c1	-2	-6	33	-9	-5	-0.3	6	-13	-2	-7.9
22	CS(=O)(=O)N(CC(=O)N1CCC(C(N)=O)CC1)c1ccc(Cl)c(C(F)(F)F)c1	2	5	-1	4	4	0.6	2	-3	8	-1.1
23	Cc1cc(C)nc(NC(=O)c2c(-c3ccccc3Cl)noc2C)n1	-7	3	3	-7	1	0.2	9	4	-6	-2.8
24	COc1ccc(S(=O)(=O)CCC(=O)N2CCN(c3ccc([N+](=O)[O-])cc3)CC2)cc1	3	-2	-1	-5	-9	-0.3	-4	1	-10	0.5
25	CSCc1nc2scc(-c3ccccc3)c2c(=O)[nH]1	-9	nt	0	-8	nt	0.1	3	8	13	2.0
26	CC(=O)c1ccc(N2CCN(C(=O)c3cc4c(-c5ccccc5F)nn(C)c4s3)CC2)cc1	-3	5	7	-4	-7	-4.6	-4	-13	2	0.7
27	CN1CCCC(OC(=O)c2cc(F)c(F)c(F)c2F)C1 (stereo not drawn)	-1	3	-5	-8	8	-0.3	7	12	1	1.9
28	Cc1cc(NC(=O)c2ccccc2C)no1	0	-3	-1	4	-6	-0.6	6	3	-6	4.7
29	COc1ccccc1C(=O)NCC(=O)N1CCN(c2ncccn2)CC1	-3	3	1	-4	0	-0.1	-13	3	-12	1.0
30	Cc1ccccc1-c1cc(-c2ccccc2O)n[nH]1	-5	-14	5	24*	3	-0.1	6	-25	15	5.8
31	O=C(NNC1=C(C(=O)C(F)(F)F)CCC1)c1ccncc1	-3	0	1	12	-3	0.5	-1	5	5	2.8
32	O=C(/C=C/c1ccc2c(c1)OCO2)NCc1ccc(F)cc1	7	7	2	-105	4	2.6	-4	10	3	2.0
33	CCN(CC)S(=O)(=O)c1ccc(OCC(=O)NCc2ccccc2)cc1	1	3	-5	6	2	0.1	-11	-3	-3	-0.9
34	Cc1ccc(NC(=O)CC2SC3=NCCCN3C2=O)c(C)c1 (stereo not drawn)	1	0	11	3	-2	-1.6	6	-15	4	-1.5
35	Cc1cccc(CN2CCN(Cc3nc4c(s3)CCCC4)CC2CCO)n1 (stereo not drawn)	1	1	-7	2	-1	0.4	-1	4	-3	0.9
36	COc1ccccc1C(CC(=O)Nc1nccs1)c1ccco1 (stereo not drawn)	2	-5	5	7	-5	0.9	-12	-3	1	-1.9
37	O=C(NC1CC2CCCC(C1)N2S(=O)(=O)c1ccccc1)C1CCCCC1 (stereo not drawn)	9	1	-7	3	3	0.5	0	-4	0	0.3
38	Cc1c(CC(=O)N2CCN(C(=O)C3COc4ccccc4O3)CC2)c(=O)oc2c(C)c(O)ccc12 (stereo not drawn)	5	1	4	i	4	39*	5	-14	0	0.4
39	O=C(COC(=O)c1ccccc1Br)Nc1nnc(-c2ccccc2)o1	1	0	24	2	0	0.0	-9	8	3	2.8
40	N#CC(C(=O)NCc1ccccc1)c1nc2ccccc2nc1N1CCCC1 (stereo not drawn)	6	3	5	-250	5	-14	10	-12	3	2.8
41	COC(=O)[C@@]12CCCN1[C@H](c1ccc(SC3CCCCC3)cc1)[C@H]1C(=O)N(C)C(=O)[C@H]12	6	-2	1	-1	1	0.1	2	-7	15	-1.7
42	CC1(CCc2ccccc2)NC(=O)N(CC(=O)Nc2c(F)cccc2F)C1=O (stereo not drawn)	7	4	-4	-5	2	-0.2	-15	-4	2	-0.8
43	COc1cc(OC)c(NC(=O)CNC(=O)Cn2ccc3ccccc3c2=O)cc1Cl	0	-2	5	5	-2	0.2	-4	5	1	0.3
44	c1coc(Cn2c(SCc3nc4ccccc4[nH]3)nnc2-c2cnccn2)c1	-1	-7	7	-26	-11	0.3	2	3	-5	3.5
45	COCCCn1c(=O)c2ccccc2n(CC(=O)NCCC2=CCCCC2)c1=O	-1	-3	-1	3	-2	-0.2	5	6	7	1.2
46	CCOC(=O)c1c(N2C(=O)C3C4C=CC(O4)C3C2=O)sc2c1CCCC2 (stereo not drawn)	-3	-20	6	-3	2	0.1	-12	-4	2	-7.1
47	C[C@@H]1CCC[C@@]2(O[C@H](CCO)C[C@@H](O)[C@@H]2O)O1	7	9	3	1	5	0.1	-1	-6	5	-0.1
48	CC(CCc1ccccc1)NC(=O)c1ccc(NC(=O)c2ccccc2)cc1 (stereo not drawn)	-10	-7	-3	-2	-4	0.2	11	15	7	-1.6
49	COc1ccc(CCNC(=O)CSc2nnc(-c3cccc(F)c3)o2)cc1OC	0	2	-4	-6	5	-0.2	11	-6	2	-0.1
50	CC1(C(=O)O)CCCN(C(=O)/C=C/c2ccccc2)C1 (stereo not drawn)	3	-3	1	1	-5	-0.5	-1	-1	2	1.2

Later entries
item	mol	Tn6 DDE FP	NPR2 activator	rCAG binder	ADAM10 inh	GC-A act	KLK7 zymogen act	ASAP1 inh	sPLA2-III inh	ARFGAP1 inhibitor	FXN GAA850 act
51	CCN(CC)CCN(Cc1cc2cc3c(cc2[nH]c1=O)OCO3)C(=S)NC	-5	4	1	-425	-1	2.9	-9	0	1	4.2
52	CC1(C2CC2)NC(=O)NC1=O (stereo not drawn)	2	6	0	-4	3	-0.5	1	11	-7	-1.8
53	C[C@H](NC(=O)[C@H]1N2C(=O)c3ccccc3C2SC1(C)C)C(=O)N1CCC[C@H]1C(=O)O (stereo partly drawn)	-2	-10	5	-10	2	-0.7	-1	4	-1	-0.9
54	CC(=Nc1ccccc1)C1=C(O)CSC1=O	7	-3	10	-5	2	0.1	-7	-8	-1	1.7
55	Cc1cccc(C(=O)Nc2onc(C)c2C#N)c1	0	5	0	-5	2	-0.1	-3	1	0	-1.1
56	COc1ccc(-c2cn(CCCOCc3ccccc3)nn2)cc1	-3	-2	-6	0	1	0.1	2	-8	6	2.4
57	Cc1ccc(F)cc1-c1nc(NCC2CC2)nc2ccsc12	6	-5	2	i	-4	-9.0	-1	1	11	1.7
58	CC(=O)O[C@H]1[C@H](C)OC=C[C@@H]1OC(C)=O	0	7	5	6	3	1.2	0	6	2	1.4
59	COCCCN(C(=O)C1CCCCC1)c1c(N)n(Cc2ccccc2)c(=O)[nH]c1=O	-10	-1	0	1	-2	0.3	-9	-1	10	-0.6
60	CC(Oc1ccccc1Cl)C(=O)N1CCCN(C)CC1 (stereo not drawn)	2	2	-1	4	1	-0.4	-8	5	-3	0.1
61	CC(=O)c1cccc(NC(=O)C2CCCN2S(=O)(=O)c2cccc3cccnc23)c1 (stereo not drawn)	9	-9	1	-4	1	0.0	0	13	12	1.7
62	CCCOP(=O)(c1ccc(N(C)C)cc1)C(O)c1cccnc1 (stereo not drawn)	-3	3	-1	3	3	-0.1	2	2	5	-0.6

Rows are unselected. About 4.5% of those tested had a hit in this group.
